RBX1-CUL1 inh = inhibitors of human ROC1-CUL1 ubiquitin ligase activity; in vitro K48 di-Ub FRET, acceptor:donor ratio, 45 min; inhibition, % at 10 µM; AID 1347404; 0.6% of 140,000 active; in the data active = inhibition above about 25%
Target sequence (P62877 whole entry, looked up): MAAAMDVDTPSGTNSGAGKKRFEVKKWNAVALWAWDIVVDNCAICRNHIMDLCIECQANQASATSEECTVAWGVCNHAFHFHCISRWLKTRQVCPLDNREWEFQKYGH
Target sequence (Q13616 whole entry, looked up): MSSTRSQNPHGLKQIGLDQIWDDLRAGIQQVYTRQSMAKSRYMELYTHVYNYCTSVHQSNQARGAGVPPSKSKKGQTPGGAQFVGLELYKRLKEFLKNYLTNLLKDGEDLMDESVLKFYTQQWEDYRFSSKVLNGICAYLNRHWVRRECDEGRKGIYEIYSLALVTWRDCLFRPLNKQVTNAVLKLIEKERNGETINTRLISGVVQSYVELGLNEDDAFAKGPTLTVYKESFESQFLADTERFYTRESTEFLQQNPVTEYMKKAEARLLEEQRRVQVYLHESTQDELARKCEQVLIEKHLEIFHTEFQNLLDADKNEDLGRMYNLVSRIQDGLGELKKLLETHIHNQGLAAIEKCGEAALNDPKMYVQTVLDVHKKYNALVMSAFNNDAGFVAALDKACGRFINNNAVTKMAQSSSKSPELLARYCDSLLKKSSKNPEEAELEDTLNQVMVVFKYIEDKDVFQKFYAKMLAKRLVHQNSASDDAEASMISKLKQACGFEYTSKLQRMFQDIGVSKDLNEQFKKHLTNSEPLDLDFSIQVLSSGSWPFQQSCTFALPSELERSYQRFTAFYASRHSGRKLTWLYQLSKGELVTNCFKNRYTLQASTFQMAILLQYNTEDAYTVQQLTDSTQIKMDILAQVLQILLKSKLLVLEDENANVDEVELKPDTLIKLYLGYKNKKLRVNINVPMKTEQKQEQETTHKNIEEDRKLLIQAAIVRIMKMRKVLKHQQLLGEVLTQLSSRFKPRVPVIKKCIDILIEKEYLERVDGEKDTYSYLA
Active calls of the source: *; & = joins results of further samples. The list is partial (hit frequency here may not be typical).

RBX1-CUL1 inh | structure
-8.1 | CCCCNc1nc(Oc2ccc(=O)n(C)n2)nc(N2CCOCC2)n1
4.7 | CC(C)(C)OC(=O)N1CCC(c2c(C(=O)N3CCN(c4ccccc4F)CC3)cnn2-c2ccccc2Cl)CC1
-2.7 | Cc1cccc(S(=O)(=O)c2cn(C)c3cc(N4CCN(c5ccc(F)cc5)CC4)c(F)cc3c2=O)c1
-13.3 | Cc1cc(C(=O)N2CCCC2C(=O)Nc2cccc(-n3cccn3)c2)n[nH]1 (stereo unspecified)
5.8 | CCOc1ccc(C(=O)Nc2ccc3nc(Nc4cccc(C(F)(F)F)c4)cc(C)c3c2)cc1OCC
-6.5&-4.1 | Cc1cc(C)c(NC(=O)c2sc3nc(C)cc(C)c3c2N)c(C)c1
5.4 | CC1(C)COC(c2ccc([N+](=O)[O-])cc2)=N1
-7.5 | CCN(CC)S(=O)(=O)c1cnc(Cl)c(Br)c1
-0.7 | Brc1ccc(-c2nnc3ccc(OCc4ccccc4)nn23)cc1
-1.5 | CC(C)CN(CCNC(=O)c1cc(-c2ccc(Cl)s2)nc2ccccc12)CC(C)C
7.5 | COC(=O)c1ccccc1Oc1ncccc1N
1.4 | COc1cccc(CC2CN(Cc3ccc(CO)o3)CCO2)c1 (stereo unspecified)
3.3 | CC1=Nc2nc(-c3ccc(Cl)cc3)nn2C(c2cccc(C)c2)C1C(N)=O (stereo unspecified)
6.0 | CCN(Cc1ccccc1)Cc1c(O)ccc2c(=O)c(-c3ccccc3Cl)c(C(F)(F)F)oc12
-3.1 | CCOC(=O)C1CCCN(C(=O)Cn2ncc3c(C)n(Cc4ccc(F)cc4)c(C)c3c2=O)C1 (stereo unspecified)
4.2 | COc1ccc(CCNC(=O)CCN2N=C(c3ccccc3)CCC2=O)cc1OC
6.8 | Cc1nnc(C)n1NC(=O)c1cc(S(N)(=O)=O)c(Cl)cc1Cl
-2.4 | C=CCOc1ccccc1NC(=O)c1cccc(Cl)c1
2.7 | CCOc1ccccc1C(=O)NN1C(=O)C2CC=CCC2C1=O (stereo unspecified)
2.0 | COCCC(=O)Nc1ccc2c(c1)CN(Cc1cc(Cl)c(OC)c(OC)c1)CC2

Next section; the last six above are carried over.
RBX1-CUL1 inh | structure
-3.1 | CCOC(=O)C1CCCN(C(=O)Cn2ncc3c(C)n(Cc4ccc(F)cc4)c(C)c3c2=O)C1 (stereo unspecified)
4.2 | COc1ccc(CCNC(=O)CCN2N=C(c3ccccc3)CCC2=O)cc1OC
6.8 | Cc1nnc(C)n1NC(=O)c1cc(S(N)(=O)=O)c(Cl)cc1Cl
-2.4 | C=CCOc1ccccc1NC(=O)c1cccc(Cl)c1
2.7 | CCOc1ccccc1C(=O)NN1C(=O)C2CC=CCC2C1=O (stereo unspecified)
2.0 | COCCC(=O)Nc1ccc2c(c1)CN(Cc1cc(Cl)c(OC)c(OC)c1)CC2
-1.5 | Cc1cccc(C)c1NC(=O)C1CCCN(S(=O)(=O)c2c(C)noc2/C=C/N(C)C)C1 (stereo unspecified)
2.9 | CCc1ccccc1NC(=O)c1ccc(-n2c(C)ccc2C)cc1
-4.2 | CN(C)c1ccc(N2C(=S)N(c3ccccc3)C(=Nc3ccccc3)C2=Nc2ccccc2)cc1
-4.4 | S=c1[nH]nc(-c2ccccc2)n1/N=C/c1cccc(Cl)c1
1.3 | CC1=NC(=O)C(C(=O)/C=C/c2ccc(Cl)cc2Cl)=C(C)C1
7.0 | CC(C)CCN1CCNC(=O)C1CC(=O)NC1CCC1 (stereo unspecified)
1.3 | CC(C)c1ccc(NC(=O)C2CCCN2S(=O)(=O)c2ccc3nc(-c4ccccc4)[nH]c3c2)cc1 (stereo unspecified)
-2.1 | CCOC(=O)c1csc(CCNC(=O)Cn2cc(NC(=O)CCC(=O)c3ccccc3)cn2)n1
-0.1 | O=C1NC(=Nc2cccc(C(=O)O)c2)N=C1Cc1ccccc1
-7.6 | Cn1c(=O)c2c(nc3n(Cc4ccccc4)c(C45CC6CC(CC(C6)C4)C5)cn23)n(C)c1=O
1.1 | Cc1ccc(S(=O)(=O)c2nnn3c2nc(NCc2cccs2)c2sccc23)cc1C
7.2 | Fc1cccc(Cl)c1CN1CCC2(CC1)OCCO2
-3.3 | CC(=O)n1nc(-c2ccccc2)nc1SCc1ccccc1
3.2 | CCCCNC(=O)c1c(C)oc2ncn(CC(C)C)c(=O)c12
6.3 | Cn1ccnc1CCOC(c1ccc(Br)cc1)c1ccc(Br)cc1
-0.2 | Cc1c(-c2n[nH]c(=S)n2-c2ccc(C(F)(F)F)cc2)nnn1-c1ccccc1
4.9 | C=CCn1c(SCC(=O)NCCc2ccc(OC)cc2)nc2sc3c(c2c1=O)CCC(C)C3 (stereo unspecified)
6.7 | CCOc1cc(/C=C2\SC(=O)N(CC(=O)Nc3ccc(C)cc3)C2=O)ccc1OCc1ccc(F)cc1
-7.5 | COc1cccc(CN2C(=O)NC(C)(C3CCN(C(=O)c4cccc(N(C)C)c4)CC3)C2=O)c1OC (stereo unspecified)
6.8 | NC(=O)c1ccccc1N=Cc1ccccc1[N+](=O)[O-]

Next results:
RBX1-CUL1 inh | structure
-3.5 | Cc1c(-c2n[nH]c(=S)n2-c2ccc(Cl)cc2)nnn1-c1ccccc1
12.3 | CC(=O)Nc1ccc(N2CC(C(=O)N3CCCCCC3)CC2=O)cc1 (stereo unspecified)
-6.9 | COc1cc(C(O)(C(F)(F)F)C(F)(F)F)cc(OC)c1O
-0.7 | Cc1ccccc1NC(=O)Cn1nnc(C(=O)NCc2ccco2)c1N
-14.8 | Cc1ccc(-c2cc(C(F)(F)F)n3nc(C(=O)Nc4sc5c(c4C#N)CCC(C)C5)cc3n2)cc1 (stereo unspecified)
1.0 | OC1CCN(CC(O)COc2cccc(CN3CCCO3)c2)CC1 (stereo unspecified)
2.7 | COc1ccc(CCNC(=O)C23CCC(C)(C(=O)C2Br)C3(C)C)cc1OC (stereo unspecified)
-6.9 | CC(=O)Nc1c(C)cc(C#N)cc1C#N
-0.5 | CC(C)NC(=O)N1CCCC(Cn2cc(Cc3ccccc3)nn2)C1 (stereo unspecified)
9.8 | Cc1cc(C(=O)Nc2ccc(S(=O)(=O)N3CCN(C)CC3)cc2)c(C)o1
6.5 | CCOC(=O)C1C(CN2CCN(c3ccc(Cl)cc3)CC2)=NC(=O)NC1c1ccc(OC)cc1 (stereo unspecified)
1.3 | COc1ccc(-c2nc3ccc(NS(C)(=O)=O)cc3o2)cc1
-10.7 | CCOc1ccc(C(=O)Nc2ccc(S(=O)(=O)N3CCCCC3c3cccnc3)cc2)cc1 (stereo unspecified)
-5.0 | NC(=O)c1nn2c(c1Cl)NC(c1ccc(Cl)cc1)CC2C(F)(F)F (stereo unspecified)
-4.2 | O=C(NCc1ccccn1)c1coc(CN2CCN(Cc3ccccc3)CC2)n1
9.0 | CS(=O)(=O)CC(O)(c1ccc(Cl)cc1)C1CC1 (stereo unspecified)
5.3 | Cc1ccc2c(Cl)c(Cc3ccccc3)c(=S)[nH]c2n1
7.3 | CN(Cc1cccc(Cl)c1)Cc1cnc(S(C)(=O)=O)n1Cc1ccccc1F
-2.9 | COc1ccc(NC(=O)Cn2c(=O)n(Cc3nc(-c4ccccc4)no3)c(=O)c3cc4c(cc32)OCO4)cc1Cl
-1.0 | CCCCN(CC)CCCNC(=O)c1sc2nc(C)cc(C)c2c1-n1cccc1

Part of the list above, with each value named:
> CN(Cc1cccc(Cl)c1)Cc1cnc(S(C)(=O)=O)n1Cc1ccccc1F
  RBX1-CUL1 inh = 7.3
> COc1ccc(NC(=O)Cn2c(=O)n(Cc3nc(-c4ccccc4)no3)c(=O)c3cc4c(cc32)OCO4)cc1Cl
  RBX1-CUL1 inh = -2.9

Random excerpt: 2 records from the list, in no set order.
RBX1-CUL1 inh | structure
2.7 | CCOc1ccccc1C(=O)NN1C(=O)C2CC=CCC2C1=O (stereo unspecified)
6.3 | Cn1ccnc1CCOC(c1ccc(Br)cc1)c1ccc(Br)cc1

(further entries)
RBX1-CUL1 inh | structure
-4.3 | COc1ccc(C2C3C(=Nc4ncnn42)c2cc(Cl)ccc2OC3c2ccc(Cl)cc2Cl)cc1 (stereo unspecified)
-7.4 | COC(=O)[C@@H](Nc1ccc(-c2nc(C3CC3)no2)cn1)c1ccccc1
8.9 | O=c1c2cnc3ncnn3c2ccn1C1CCCCCC1
-1.5 | CCOC(=O)c1scc(-c2ccc(C)cc2)c1S(=O)(=O)Nc1cccc(CC)c1
-0.9 | CCCCC(=O)Nc1nnc(COc2ccc(C(C)(C)C)cc2)s1
-1.1 | O=C(NCCOc1ccc(C2CCCCC2)cc1)c1n[nH]c(=O)c2ccccc12
3.1 | CCOC(=O)c1ccc(-c2ccc(/C=N/NC(=O)CC#N)o2)cc1
3.1 | CC1CC(OCC(S)CN2CCN(c3ccccc3)CC2)CC(C)(C)C1 (stereo unspecified)
1.5 | N#CC1=C(c2ccncc2)C2CCc3ccccc3C2=NC1=O (stereo unspecified)
-6.4 | COc1ccc(-c2cc(C(F)(F)F)n3nc(C(=O)Nc4cccnc4)cc3n2)cc1
4.2 | COc1cc(I)c(CCNC(=O)OCc2ccccc2)cc1OC
8.4 | Cc1nc(N2CCOCC2)c2c(C(=O)N3CCN(c4cccc(C)c4C)CC3)c(C)oc2n1
-1.1 | O=[N+]([O-])c1ccc(C(O)CN=Cc2c(O)ccc3ccccc23)cc1 (stereo unspecified)
-9.2 | CCCCSc1nc2sc(C)c(-c3ccccc3)c2c(=O)[nH]1
-4.4 | CC(C)CC(=O)N1c2ccccc2N=C2CC(C)(C)CC(=O)C2C1c1ccc(Cl)cc1 (stereo unspecified)
3.5 | Fc1ccc2c(c1)Sc1ccc(C(F)(F)F)cc1C=C2
5.2 | COc1ccccc1C1CC(c2c(-c3ccccc3)c3cc(Br)ccc3[nH]c2=O)=NN1 (stereo unspecified)
1.0 | CCN1CCN(c2cc(C)c3cc(NC(=O)c4cccc(C(F)(F)F)c4)ccc3n2)CC1
0.6 | COc1ccc2ccccc2c1C1C(C(C)=O)=C(C)N=c2s/c(=C\c3cn(CC(=O)NCc4ccco4)c4ccccc34)c(=O)n21 (stereo unspecified)
-9.7 | Fc1ccc(NC(=S)N2CCCC2)cc1Cl

(further entries)
RBX1-CUL1 inh | structure
0.3 | CCOc1ccc(NC(=O)CN(Cc2ccccc2)S(=O)(=O)c2ccc(Cl)cc2)cc1
-9.8 | CCN(N=Nc1ccc([N+](=O)[O-])cc1)c1ccc([N+](=O)[O-])cc1
1.3 | O=C(ON=C1c2ccccc2-c2ccccc21)c1ccccc1Cl
-12.1 | CCCOCC(=O)Nc1ncnc2nc[nH]c12
-5.3 | Cc1csc2nc(COc3ccccc3NC(=O)c3ccccc3Cl)cc(=O)n12
14.6 | FC(F)(F)c1ccc(-c2nnc3sc(C4COc5ccccc5O4)nn23)cc1 (stereo unspecified)
-4.8 | Cc1cc(-c2ccccc2)n(-c2ccccc2)c2nn(-c3ccccc3)c(=O)c1-2
3.7 | COc1ccc(OC)c(C2c3c(n[nH]c3C)OC(=N)C2C#N)c1 (stereo unspecified)
-7.3 | Cc1ccc(Cl)cc1NC(=O)Cn1c(=O)cc(C)c2c(C)nn(C)c21
1.5 | O=C(CCCn1c(=O)c2cccn2c2ccc(F)cc21)NCc1ccc(Cl)cc1
1.8 | O=S(=O)(c1ccccc1)n1c(C(O)c2ccccn2)cc2ccccc21 (stereo unspecified)
-9.0 | CCc1ccc(NC(=O)CSc2nnc(CSc3nc(C)cc(C)n3)n2-c2ccccc2)cc1
5.1 | COC(=O)c1ccc(C(=O)OC)c(NC(=O)C2CCCC2)c1
-4.3 | Cc1ccc2[nH]c3c(=O)n(CC(=O)Nc4ccc(Br)cc4C)ncc3c2c1
-9.3 | CCc1ccccc1NC(=O)C1CC(=O)NC(N2CCCCC2)=N1 (stereo unspecified)
-1.4 | CSc1ccc(C2c3c(oc4cc(C)cc(C)c4c3=O)C(=O)N2CCO)cc1 (stereo unspecified)
1.0 | CC(O)(C#CC(O)(c1ccccc1)c1ccccc1)C1CC2C=CC1C2 (stereo unspecified)
3.0 | CCOc1ccc(N2CC(NC(=O)c3ccc(S(=O)(=O)N4CCOCC4)cc3)CC2=O)cc1 (stereo unspecified)
5.6 | O=c1oc2c3c(ccc2c2ccccc12)OCN(Cc1cccc(Cl)c1)C3
-0.6 | COc1cc(/C=N/NC(=O)c2nnn(-c3nonc3N)c2C)ccc1O

The list goes on.
RBX1-CUL1 inh | structure
7.1 | COc1ccc(C(C)C)cc1S(=O)(=O)NCc1ccccn1
1.2 | CCN1CCC(NC(=O)c2ccc(OC)cc2)CC1
0.8 | CCn1c(C)nc([N+](=O)[O-])c1Sc1ccc(F)cc1
7.9 | Cc1nc(CN2CCN(C(=O)Cn3nnnc3CN(C)C(C)C)CC2)cs1
4.4 | COc1ccc2oc(=O)c(C(=O)NCCc3c(C)[nH]c4c(C)cccc34)cc2c1
-1.9 | Cc1ccc(C2Nc3ccccc3-n3c(-c4ccccc4)c4c(=O)n(C)c(=O)n(C)c4c32)o1 (stereo unspecified)
-1.5 | Cc1cc(/C=C2/SC(=O)N(CC(=O)OC(C)C)C2=O)c(C)n1-c1ccc(N(C)C)cc1
0.2 | Cc1[nH]c2ccccc2c1C1(O)C(=O)N(Cc2ccccc2)c2ccc(Cl)cc21 (stereo unspecified)
2.1 | Cc1cc(C)cc(-n2ccnc2SCC(=O)Nc2nnc(C)s2)c1
3.7 | Cc1ccc(NC(=O)Cn2c(=O)n(CCc3ccccc3)c(=O)c3c4c(sc32)CCCC4)c(C)c1
-5.7 | COC(=O)c1ccc(CC2=NC(=S)N(C)C2=O)cc1
-8.3 | COc1cccc(C(=O)NC(=NCCc2c[nH]c3ccc(OC)cc23)Nc2nc(C)cc(C)n2)c1
10.5 | COC(=O)c1ccccc1NC(=O)c1cc2nc(-c3ccccc3)cc(-c3ccccc3)n2n1
4.2 | CCCCC(=O)N1CCN(Cc2cccc(F)c2)CC1
-6.0 | Cc1ccc(C)c(N2CCN(C(=O)N=C3CN(CC(C)C)C(=O)c4ccccc43)CC2)c1
-2.6 | O=C(O)Cn1nc(C(F)F)cc1C(F)F
-4.2 | CCN(CC)c1ccc(C=C2C(=O)NC(=S)NC2=O)c(OC(C)C)c1
-13.5 | CCN(CC)C(=O)c1ccc(Cn2cc([N+](=O)[O-])cn2)o1
-2.0 | CSc1cccc(NC(=O)CSc2nnc(COc3cccc(C)c3)o2)c1
4.1 | Cc1ccc(-c2cc3ncc(S(=O)(=O)c4ccccc4)c(-c4ccc(C)cc4)n3n2)cc1
